# High-throughput results as filed in PubChem.
# Eya2 phos inh = blocks the phosphatase activity of human Eya2; O00167; Potency, µM (top dose mostly 76.9 µM), for the others: top-dose activity, negative = inhibition, hits mostly inhibitors; hit rate 0.006% among 330,000; recombinant Eya2, OMFP fluorescence dephosphorylation (OMFP is methylfluorescein phosphate); further: potency means the concentration at half of the fitted maximal effect
#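 Eya2 (0.2 uM) preincubated 10 min at ambient with compound, then OMFP substrate added at 50 uM; 10 min reaction in 50 mM HEPES pH 7.5, 50 mM NaCl, 5 uM MgCl2, 0.05% BSA, 1 mM DTT. Fluorescence read at Ex 485/Em 525 nm.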
# Chronic BCR inh = blocks chronic active B-cell receptor signaling | Potency, µM (series often up to 46.1 µM), without a hit: at the highest dose ratio change, negative = lower green/red ratio, hits mostly inhibitors | ABC-DLBCL IkBa-CBG/CBR reporter, luminescence ratio, 4 h | AID 493014 | hit rate 0.05% among 340,000; active means well fitted inhibition curve with a large enough effect in the signal ratio, with a control signal flat, not every such curve was filed as active; inconclusive means small, poorly fitted or top-dose-only effect, or effect the other way, or a change in a side signal; the % refers to the signal ratio;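 further: potency means the concentration at half of the fitted maximal effect; plate controls were basal doxycycline-induced cells for no effect and cells given 10 µM MG132 for full effect; MG132 reads +100%, hits lower the ratio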
#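 Cell line TMD8 (human ABC DLBCL), stably expressing tet-inducible CBG68-IkBa fusion and CBR; IMDM/0.5% FBS; cpd up to 46 uM; dox induction, 4 h, 37C/5% CO2; dual luminescence; green/red ratio; MG132 control.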
# Coupling enz = coupling enzyme interference in Giardia aldolase counter-screen; coupling enzyme system counterscreen, AmpLite Red fluorescence; activity change, negative = inhibition, % at 58.2 µM, hits read low; AID 2472; hit rate 0.67% among 290,000; in the data active means activity change below about -30%
#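 Compounds tested against the coupling enzymes alone at 57.5 uM final; readout was AmpLite Red fluorescence (525/598 nm) after 20 min at RT.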
# PKM2 act = activators of human pyruvate kinase M2. AID 1631. purified PKM2, Kinase-Glo ATP luminescence, activation; response scale: 0% is enzyme alone, no compound. Potency, µM (doses to about 57.5 µM), for the others: at the top dose activation, actives largely listed as activators. hit rate 0.34% among 260,000; further: potency means the concentration at half of the fitted maximal effect; nearly all actives have a fitted effect of over 55% in size
#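 hPK-M2, >95% pure; 0.1 mM ADP / 0.5 mM PEP final; imidazole pH7.2 buffer w/ 7 mM MgCl2, 50 mM KCl; 1 h RT; Kinase-Glo lum. Intermediate enzyme activity for dual inhibitor/activator qHTS.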
# USP2a inh = inhibitors of human ubiquitin-specific protease USP2a | O75604 | USP2 core, Ub-CHOP2 coupled fluorogenic reporter, 485/531 | Potency, µM (doses to about 38.3 µM), for inactives: at the highest dose activity change, negative = inhibition, actives largely listed as inhibitors | hit rate 0.01% among 330,000;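 further: potency means the concentration at half of the fitted maximal effect; plate controls were DMSO wells for no effect and full inhibition by NEM control for full effect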
#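 Deubiquitinase activity read as fluorescence (485/531 nm) after Ub-CHOP2 cleavage activates the enterokinase reporter on its substrate; USP2 core 10nM, Ub-CHOP2 and substrate 25nM each, 30min compound preincubation then 60min RT; data normalized to NEM, curves fitted.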
# KCNH2 3.1 inh = blocks the human KCNH2 3.1 channel isoform | hit rate 0.95% among 340,000 | activity change, % (tested at about 1.8 µM) | AID 720553 | U2OS KCNH2 3.1, thallium flux FluxOr; hits give low values;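 active means maximum activity change below -70%; inconclusive means maximum activity change from -70% to -50%; inactive means maximum activity change above -50%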;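 further: thallium influx rate constant from kinetic fluorescence after stimulation buffer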
#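 Normalized rate constant (relative to positive and negative DMSO controls) derived from a 2 min kinetic fluorescence read after stimulation; U2OS cells expressing the 3.1 isoform via virus at 1.77 x 10^8 /mL.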
# Giardia kill = Giardia lamblia killing; Giardia lamblia trophozoite viability; activity change, % at 7.66 µM, hits read low; hit rate 0.15% among 340,000; AID 540267; in the data active means activity change below about -80%; inconclusive means between about -30% and that limit;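 further: parasites exposed to compound for two days anaerobically before the ATP read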
#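 Giardia lamblia trophozoites (100 cells/well) were incubated with compounds for 48 h at 37 deg C under anaerobic conditions. Viability was read as ATP content by one-step luminescence after 15-30 min at room temperature.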
# GALK inhibitor = inhibitors of human galactokinase | hit rate 0.007% among 270,000 | P51570 | Purified GALK, Kinase-Glo residual ATP luminescence | Potency, µM (series often up to 57.5 µM), for the others: top-dose activity change, negative = inhibition, usual class: inhibitors | AID 1868; further: potency means the concentration at half of the fitted maximal effect
# Target sequence (P51570 whole entry, looked up): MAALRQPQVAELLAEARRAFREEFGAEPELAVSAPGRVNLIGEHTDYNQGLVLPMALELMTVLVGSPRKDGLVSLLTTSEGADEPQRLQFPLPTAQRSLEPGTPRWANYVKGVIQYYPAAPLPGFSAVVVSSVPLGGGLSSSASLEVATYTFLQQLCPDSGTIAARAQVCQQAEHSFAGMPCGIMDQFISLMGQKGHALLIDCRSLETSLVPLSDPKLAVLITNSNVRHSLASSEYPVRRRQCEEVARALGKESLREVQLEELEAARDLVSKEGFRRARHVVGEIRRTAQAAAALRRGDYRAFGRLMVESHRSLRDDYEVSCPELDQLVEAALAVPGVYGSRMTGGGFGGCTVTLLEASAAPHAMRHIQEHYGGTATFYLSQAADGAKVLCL
#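 Galactose (100 uM) and ATP (35 uM) were turned over by 5 nM GALK for 1 h at RT. Kinase-Glo Plus then converted the remaining ATP into a luminescent signal.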
# uPA generation = blocks generation of uPA at the cell surface; cell surface uPA generation assay, qHTS; Potency, µM (highest dose often 38.3 µM), without a hit: at the top dose activity change, negative = inhibition, usual class: inhibitors; AID 540303; hit rate 0.31% among 330,000; active means well fitted inhibition curve with a large enough effect; inconclusive means small, poorly fitted or top-dose-only effect; inactive means no such curve, though single readings can be large or run the other way; tested in mouse RAW 264.7 cells; further: potency means the concentration at half of the fitted maximal effect; nearly all actives have a fitted effect of over 55% in size
# B2AR arrestin = agonists driving beta-arrestin recruitment to human beta2-adrenergic receptor | beta-arrestin recruitment to beta2AR, cell-based reporter | hit rate 0.02% among 330,000 | Potency, µM (titrated, usually from 46.1 µM), inactives show at the highest dose activation, actives largely listed as activators;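 further: potency means the concentration at half of the fitted maximal effect; 0% = DMSO controls and full agonism = EC100 isoproterenol or metaproterenol; nearly all actives have a fitted effect of over 65% in size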
# Target sequence (P07550 whole entry, looked up): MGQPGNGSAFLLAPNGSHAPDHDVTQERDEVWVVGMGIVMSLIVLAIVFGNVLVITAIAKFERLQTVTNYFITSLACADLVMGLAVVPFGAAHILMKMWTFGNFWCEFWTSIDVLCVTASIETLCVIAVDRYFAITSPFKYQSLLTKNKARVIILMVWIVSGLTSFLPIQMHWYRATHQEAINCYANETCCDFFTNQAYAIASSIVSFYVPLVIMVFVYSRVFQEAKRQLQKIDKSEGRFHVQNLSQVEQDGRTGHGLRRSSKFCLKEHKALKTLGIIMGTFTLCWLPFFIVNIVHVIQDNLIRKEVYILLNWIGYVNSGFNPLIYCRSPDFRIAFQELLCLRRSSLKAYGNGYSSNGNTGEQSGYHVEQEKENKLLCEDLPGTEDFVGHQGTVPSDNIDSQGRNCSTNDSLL
# hERG WT inh = inhibitors of human wildtype KCNH2 potassium channel. Q12809. U2OS, BacMam KCNH2, thallium flux FluxOr; hits give low values. activity change, % at 1.84 µM. hit rate 0.37% among 340,000;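 active means maximum activity change below -70%; inconclusive means maximum activity change between -70% and -50%; inactive means maximum activity change above -50%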
#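 U2OS cells were transduced with wild-type KCNH2 virus (2.03 x 10^8 / mL) for 4 h at room temperature, then cultured overnight at 37 C. Thallium flux was read with FluxOr dye. Rate constants were normalized to DMSO controls.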
# Starred values were filed as active, the others as inactive; ? = inconclusive; / = no result given; [ ] = remark or other dose. Unless noted, the call rests on the fitted dose curve; in most records, active means well fitted curve in the direction sought with a large enough effect; inconclusive means small, poorly fitted or top-dose-only effect, or another doubt; inactive means no such curve, though single readings can be large; an effect the other way counts as inactive or inconclusive. Unless noted, on the % scale 0 is the no-effect control and ±100 the full control effect.
SMILES,Eya2 phos inh,Chronic BCR inh,Coupling enz,PKM2 act,USP2a inh,KCNH2 3.1 inh,Giardia kill,GALK inhibitor,uPA generation,B2AR arrestin,hERG WT inh
COc1cc(NC(=O)CSc2nncn2C)c(C)cc1[N+](=O)[O-],16%,0%,0,0%,0%,-1,3,10%,-1%,0.4%,2
CSc1ccc(C(=O)C2CCCN(C(=O)CN3CCOC3=O)C2)cc1 (stereo unspecified),-3%,5%,/,-2%,2%,9,-5,-4%,2%,0.0%,9
O=C(Nc1ncc(Cc2ccccc2)s1)C1COc2ccccc2O1 (stereo unspecified),0%,?,/,-4%,1%,3,-20,-1%,-4%,-0.6%,9
Cn1c(CNS(=O)(=O)c2ccc(F)cc2)n[nH]c1=S,1%,-11%,-3,-3%,2%,6,-3,-1%,2%,0.0%,15
COc1ccc(OCC(=O)Nc2ccc3c(c2)nc(CN2CCCC2)n3C)cc1,12%,?,0,3%,2%,2,-4,-2%,2%,-0.4%,1
O=C(NC(=S)NCc1cccnc1)c1cc2ccccc2o1,-2%,-3%,1,2%,-1%,7,32[activator],0%,6%,-0.9%,-4
CC(=O)N1CCN(Cc2nc3cc(NC(=O)c4ccc(F)cc4)ccc3n2C)CC1,-2%,-13%,1,2%,2%,1,14,0%,-7%,0.4%,-3
O=C(/C=C/c1ccc([N+](=O)[O-])cc1)OCC(=O)N1c2ccccc2Sc2ccccc21,1%,1%,-1,-1%,2%,4,10,1%,8%,1.8%,1
COc1ccc(/C=C2\Sc3ccc(C(=O)N4CCCC4)cc3N(C)C2=O)cc1OC,-5%,?,/,/,-1%,3,49[activator],0%,3%,-0.1%,10
COc1ccc(CCNc2nc(C)nc3c2nnn3Cc2ccccc2)cc1OC,11%,0%,2,-9%,3%,3,17,0%,3%,0.0%,1
CN(C)c1cc2c(cc1NS(=O)(=O)c1ccccc1)n(C)c(=O)n2C,3%,?,-4,/,-1%,-5,-15,-1%,-8%,0.1%,6
NNC(=O)c1cc(C23CC4CC(CC(C4)C2)C3)nc2ccccc12,11%,2%,0,-1%,-1%,-10,-25,2%,6%,-0.3%,14
CO/N=C/NC(=O)c1c(OC)ccnc1Oc1cccc(C(F)(F)F)c1,8%,11%,0,5%,-1%,25,18,0%,1%,-0.2%,-5
Cc1cccc(OCC(O)CN2CCN(CCN3C(=O)c4cccc5cccc(c45)C3=O)CC2)c1C (stereo unspecified),12%,2%,0,0%,11%,-17,-8,-2%,-13%,0.0%,/
CSCCC(NC(=O)/C(=C/c1ccc(F)cc1)NC(C)=O)C(=O)O (stereo unspecified),-3%,3%,-3,-1%,-2%,4,2,0%,-2%,-0.4%,-10
Cc1ccccc1C(=O)NC1CCCCCCC1,?,1%,1,-5%[11.5 µM],-1%,-4,1,8%,-4%,-1.8%,4
CNC[C@@H]1Oc2c(NS(C)(=O)=O)cccc2C(=O)N([C@@H](C)CO)C[C@H]1C,-1%,2%,/,/,3%,30,-10,/,-1%,0.1%,1
Cc1c(-c2ccccc2)c(P(=O)(N2CCOCC2)N2CCOCC2)c2ccccn12,14%[15.4 µM],1%,-1,-5%,3%,15,-4,2%,2%,-0.3%,8
CC(C)NC(=O)c1cc2nc(-c3ccco3)cc(C(F)(F)F)n2n1,1%,?,3,2%,-1%,-3,-7,-2%,-4%,0.3%,9
COc1cccc(NC(=O)CSc2nnc(NC(=O)C3CC3)s2)c1,3%,-11%,-1,22%,1%,12,11,0%,8%,-0.5%,4
Cc1ccc(NC(=O)CCCNC(=O)c2ccc(Cl)cc2)nc1,12%,0%,/,2%,-1%,19,-2,-5%,4%,-0.2%,9
Cc1nn(C)cc1C1Nc2ccccc2C(=O)N1O (stereo unspecified),4%,-4%,0,3%,2%,-6,13,-5%,-2%,0.0%,-6
c1ccc(-n2ncc(-c3nn[nH]n3)n2)cc1,0%,-6%,9,-14%,3%,3,-11,1%,2%,0.3%,12
CCOc1ccccc1N,-12%,?,/,/,-1%,-1,-29,/,5%,0.0%,-4
O=C(CSC1=NCCS1)Nc1ccc2ccccc2c1,-14%,-13%,0,15%,1%,2,-22,-3%,4%,-1.0%,-8
COc1ccc(/C=N/NC(=O)CC2N=C(Cc3ccccc3)NNC2=O)cc1OC (stereo unspecified),-10%,-3%,5,4%,2%,/,26,/,0%,-0.8%,42
CC(=O)Cn1ncc(N2CCOCC2)c(Br)c1=O,-2%,6%,-1,-5%,5%,-40,-7,3%,2%,-0.1%,2
CCS(=O)(=O)c1ccc(O)c(NC(=O)NC2CCCCC2)c1,-2%,-2%,1,0%,9%,1,1,-2%,-4%,-0.1%,6
O=C(O)CC(NC(=O)C1CCCCC1)c1cc([N+](=O)[O-])ccc1Cl (stereo unspecified),-8%,-1%,3,-3%,1%,22,3,4%,-4%,-0.1%,-1
COc1ccc(O[C@H]2C=C[C@@H](c3ccccc3)O[C@@H]2COC(=O)CCC(C)=NO[C@@H]2O[C@H](COC(C)=O)[C@@H](OC(C)=O)[C@H](OC(C)=O)[C@H]2OC(C)=O)cc1,2%,?,-5,-2%,-5%,/,/,/,/,0.8%,/
Cc1ccc(-n2c(Cc3cccn3C)nnc2SCC(=O)N2CCN(c3ccccc3)CC2)cc1,-18%,15%,0,3%,-8%,5,-11,-1%,4%,0.2%,-3
Cc1snc(SCC(=O)c2ccc(Cl)cc2)c1C#N,11%,7%,0,-1%,-3%,1,8,-1%,/,0.0%,4
CC(OC(=O)CCCN1C(=O)c2ccccc2C1=O)C(=O)Nc1ncc(Cl)cc1Cl (stereo unspecified),6%,18%,-1,-6%,2%,4,4,-2%,-2%,-0.2%,-4
CCOc1cc(CNc2ccc(N3CCN(C(C)=O)CC3)cc2)cc(Br)c1OC,1%,?,1,1%,1%,-7,33[activator],/,-3%,-0.8%,-8
Nn1c(SCc2ccc(C(=O)O)cc2)nnc1-c1ccc(Cl)cc1Cl,-21%,?,2,/,0%,-13,4,/,-22%,-0.8%,4
COc1ccc(NC(=O)Nc2ccc3c(c2)C(=O)N([C@H](C)CO)C[C@H](C)[C@@H](CN(C)S(=O)(=O)c2cccs2)O3)cc1,-20%,-1%,/,/,0%,3,6,/,-8%,0.8%,-4
C/C(O)=C(/C#N)c1nc2ccccc2[nH]1,-1%,?,2,0%,0%,-7,-14,4%,-2%,0.4%,-4
CC1CCN(C(=O)CSc2nc3ccccc3s2)CC1,1%,?,4,10%,2%,5,-24,4%,3%,3.8%,0
O=C(NN1C(=O)c2ccccc2NC12CCCCC2)c1ccccc1,9%,-8%,8,0%,14%,-1,-1,-1%,5%,-0.1%,-24
COc1ccc(NC(=O)CN(C)C2CCCCC2)cc1Cl,-11%,-14%,-4,-10%,2%,-3,-17,0%,-25%,-0.7%,10
COc1ccccc1OCC(=O)NNC(=O)CSC(=S)N1CCCC1,11%,0%,/,/,0%,15,-11,/,5%,0.4%,18
Cc1ccc2[nH]c(C)c(/C=N/Nc3nc4ccccc4s3)c2c1,6%,18%,-2,-3%,1%,-9,-22,/,/,0.5%,5
Cc1sc2nc(NCCO)[nH]c(=O)c2c1C,-3%,0%,0,13%,0%,-3,10,2%,4%,-0.2%,28
CC1(NC(=O)C23CC4CC(CC(C4)C2)C3)CCS(=O)(=O)C1 (stereo unspecified),11%,9%,-2,0%,0%,2,-4,-1%,5%,0.0%,-7
CCOC(=O)c1sc(NC(=O)CSc2nnnn2-c2ccc(C)cc2C)nc1C,4%,3%,5,-2%,-1%,-1,1,1%,-1%,-0.9%,-2
COc1cc(/C=N/NC(=S)NCC2CCCO2)cc(OC)c1OC (stereo unspecified),-16%,-7%,1,-7%,-3%,-1,2,4%,0%,0.2%,-8
Cc1cc(C)n(CC(O)COc2ccc(Cl)cc2Cl)n1 (stereo unspecified),4%,-2%,-1,-3%,-1%,-44,6,/,-2%,-0.4%,-7
Cn1c(C2=C(O)CN(c3ccc4c(c3)OCCO4)C2=N)nc2ccccc21,23%,?,0,-1%,-2%,-2,-23,10%,8%,-0.9%,-6
O=C(N/N=C/c1ccncc1)c1cc([N+](=O)[O-])cc([N+](=O)[O-])c1O,5%,?,5,?,3%,-1,-19,/,-3%,-1.0%,-2

# Record cards, as listed above:
# `Cn1c(C2=C(O)CN(c3ccc4c(c3)OCCO4)C2=N)nc2ccccc21` across the screens: Eya2 phos inh = 23%; Chronic BCR inh = ?; Coupling enz = 0; PKM2 act = -1%; USP2a inh = -2%; KCNH2 3.1 inh = -2; Giardia kill = -23; GALK inhibitor = 10%; uPA generation = 8%; B2AR arrestin = -0.9%; hERG WT inh = -6
# `COc1ccc(NC(=O)CN(C)C2CCCCC2)cc1Cl` across the screens: Eya2 phos inh = -11%; Chronic BCR inh = -14%; Coupling enz = -4; PKM2 act = -10%; USP2a inh = 2%; KCNH2 3.1 inh = -3; Giardia kill = -17; GALK inhibitor = 0%; uPA generation = -25%; B2AR arrestin = -0.7%; hERG WT inh = 10
